Screening results (PubChem BioAssay)
CDK5 p35 inh – inhibitors of human CDK5/p35 kinase, primary screen, biochemical, single concentration; Cyclin-dependent kinase 5 (Homo sapiens) + Cyclin-dependent kinase 5 activator 1 (Homo …; 330,000 tested, 0.01% active; inhibition, % at 10 µM; Recombinant CDK5/p35, ADP-Glo luminescence, 60 min; AID 488839, 2010;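 active = highest replicate inhibition of at least 50% and at least 75% of replicates reaching 50%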;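 note: plate controls were DMSO neutral control for no effect and GW8510 at 10 µM for full effect; many of its hits are not listed in these tables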
Rtt109 HAT inh – inhibitors of C. albicans Rtt109/Vps75 HAT, primary screen, biochemical, ThioGlo CoA-SH fluorescence, plate reader | purified Rtt109/Vps75, 4 h | 330,000 tested, 0.16% active | inhibition, % at 34.9 µM;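 active = inhibition of at least 50% in every replicate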
Target sequence (Q5AAJ8 whole entry, looked up): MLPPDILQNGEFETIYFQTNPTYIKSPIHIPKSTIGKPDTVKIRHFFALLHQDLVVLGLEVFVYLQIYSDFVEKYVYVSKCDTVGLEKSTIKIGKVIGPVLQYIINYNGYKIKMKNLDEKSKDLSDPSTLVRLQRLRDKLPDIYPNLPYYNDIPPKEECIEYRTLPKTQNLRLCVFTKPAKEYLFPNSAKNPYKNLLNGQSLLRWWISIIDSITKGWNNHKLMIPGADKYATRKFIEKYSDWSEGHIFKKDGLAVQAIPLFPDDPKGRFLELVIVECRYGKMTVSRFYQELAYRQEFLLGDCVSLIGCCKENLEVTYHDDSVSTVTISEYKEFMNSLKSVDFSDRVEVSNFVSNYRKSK
dFosB activator – activators of delta FosB homodimer, primary screen, biochemical, fluorescence polarization, TAMRA-CDK5 oligo, single point; Protein FosB (Mus musculus), P13346; purified delta FosB; percent of positive-control signal above neutral wells; activation, % at 25 µM; 340,000 tested, 0.99% active; AID 493131, 2011;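 active = mean activation above about 17%, with every replicate also reaching it, limit read from the data, passing the limit was not always enough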;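 note: fluorescence polarization rise as delta FosB binds a TAMRA Cdk5 AP-1 oligo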
Target sequence (P13346 whole entry, looked up): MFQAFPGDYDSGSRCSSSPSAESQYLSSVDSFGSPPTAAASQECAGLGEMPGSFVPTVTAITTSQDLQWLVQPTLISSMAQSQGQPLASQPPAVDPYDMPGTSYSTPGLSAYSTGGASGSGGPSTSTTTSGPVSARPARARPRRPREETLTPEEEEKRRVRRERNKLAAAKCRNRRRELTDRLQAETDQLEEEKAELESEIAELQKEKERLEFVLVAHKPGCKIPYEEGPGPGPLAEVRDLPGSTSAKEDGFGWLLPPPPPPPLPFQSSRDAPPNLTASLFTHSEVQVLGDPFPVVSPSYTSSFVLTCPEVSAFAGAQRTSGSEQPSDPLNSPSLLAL
Tat export inh – E. coli Tat export inhibitors, primary screen, MC4100, TorA-mCherry reporter, fluorescence, single point. AID 488895, 2010. 340,000 tested, 0.036% active. inhibition, % at 10 µM;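 active = mean replicate inhibition at least 50% and at least half of replicates individually reaching 50%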;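 note: exported cargo escapes ClpAP degradation while cytoplasmic cargo is degraded and loses fluorescence; 0% = median of neutral control wells and 100% = median of NaSCN control wells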
CAL PDZ FP-1 – CAL PDZ peptide-binding inhibitors, primary screen, biochemical, fluorescence polarization, Cer-tagged CAL PDZ, HTS; purified CAL PDZ, TMR-peptide fluorescence polarization, 1 h; inhibition, % at 20 µM; 330,000 tested, 0.02% active; AID 504414, 2011;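 active = highest replicate inhibition of at least 40%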;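 note: plate controls were DMSO neutral control wells for no effect and unlabeled competitor peptide control wells for full effect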
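Read-out basis: mP drop reported as inhibition | Assay system: Tagged CAL PDZ protein CerCALP, purified | Benchmarks: Unlabelled peptide for full inhibition, DMSO wells as neutral | Schedule: 1 h incubation at room temperature before polarization reading | Buffer or medium: Sodium phosphate/NaCl buffer pH 7.4 with TCEP, IgG, Thesit | Doses: Single point, 20 µM | Measured by: Fluorescence polarization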
Wnt bcat act – Wnt/beta-catenin pathway activators, primary screen, cell-based, plate reader, single point; Wnt/beta-catenin reporter cell assay, activator; activation, % at 9.35 µM; 300,000 tested, 1.2% active; AID 743398, 2014; in the data active = activation above about 30%, passing the limit was not always enough;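 note: 0% = neutral control wells and 100% = positive control wells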
RTF Ca sens act – cardiac RTF calcium sensitivity activators, primary screen, biochemical, IANBD-TnC fluorescence, EC20 calcium | activation, % at 7.2 µM | IANBD-labeled TnC RTF fluorescence at EC20 calcium; 0% EC20 calcium, 100% full calcium | 340,000 tested, 0.24% active;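 active = activation above the mean over all tested compounds plus 3 SD, cut at about 30% in these data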;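 note: rise in fluorescence read as greater calcium sensitivity of cardiac thin filaments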
V-ATPase pH – regulators of yeast V-ATPase proton pumping, primary screen, pHLuorin cytosolic pH fluorescence; S. cerevisiae; response, % at 10 µM; 350,000 tested, 0.37% active; in the data active = response mostly above about 7.3%, no sharp cut-off; inactive = mostly below about 5.4%; note: actives read high; inactives centre near 0; some compounds called inactive have numbers as strong as hits
MITF TRPM1 HTS – activators of MITF-driven TRPM1 promoter reporter, primary screen, cell-based, SK-MEL-5, luciferase, single point; SK-MEL-5 TRPM1-promoter luciferase, 24 h; % of positive control, neutral wells = 0; 300,000 tested, 0.75% active; activation, % at 12.5 µM; AID 588334, 2011;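 active = mean activation of at least 80% with every replicate also reaching 80%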;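 note: 0% = neutral control wells and 100% = parthenolide positive control wells; values of inactives mirror those of a sister screen read the other way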
CAL PDZ FP-2 – untagged CAL PDZ binding inhibitors, primary screen, biochemical, fluorescence polarization, HTS; Golgi-associated PDZ and coiled-coil motif-containing protein (Homo sapiens), Q9HD26; purified CAL PDZ, TMR-peptide fluorescence polarization, 1 h; inhibition, % at 24.9 µM; 300,000 tested, 0.92% active; AID 602252, 2012;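 active = mean inhibition of at least 30% with at least half of replicates also reaching 30%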;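 note: 0% = DMSO neutral control and 100% = excess unlabeled competitor peptide PRC23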
* = called active by the depositor; x = no result given.

SMILES	CDK5 p35 inh	Rtt109 HAT inh	dFosB activator	Tat export inh	CAL PDZ FP-1	Wnt bcat act	RTF Ca sens act	V-ATPase pH	MITF TRPM1 HTS	CAL PDZ FP-2
CC(C)Cc1csc(NC(=O)c2ccc(Cl)cc2)c1C(=O)O	0.9	5	2	-6	-1.1	x	2	3	5	-8
COc1ccc(C(=O)/C=C2/C(=O)Nc3ccccc32)cc1	-4.0	-3	-11	-7	x	7	1	-4	2	-3
CN(C)CCCOC(=O)c1ccc(Cl)cc1	0.8	-10	4	-4	-1.8	-3	1	-2	-3	3
CCc1nc2ccccc2c(=O)n1NC(=O)c1c(O)c2ccccc2n(CC)c1=O	1.6	18	-9	2	-1.7	-1	-1	-1	2	2
COc1ccc(-n2c(C)cc(-c3csc(N)n3)c2C)cc1	0.0	4	25*	-7	-2.8	x	-19	-2	-58	-2
Cn1c(=O)c2c(ncn2CC(=O)Nc2cc(S(=O)(=O)N3CCCCC3)ccc2Cl)n(C)c1=O	1.1	5	-9	5	0.4	-4	-6	0	-7	x
COc1ccc(NC(=O)Nc2ccc3c(c2)CC(=O)N([C@H](C)CO)C[C@H](C)[C@H](CN(C)Cc2ccc(C(=O)O)cc2)O3)cc1	0.4	5	5	-10	-0.5	-2	4	6	11	-3
COc1ccc(NCc2nnc(SCC(=O)NCc3ccco3)n2-c2ccccc2OC)cc1	0.5	-6	-14	-4	-0.9	x	5	0	x	0
COc1cccc(CC(=O)Nc2cc(S(=O)(=O)N3CCOCC3)ccc2N2CCN(C)CC2)c1	0.1	-5	5	-5	-0.5	1	2	0	8	-1
O=C(CSCc1ccc(Cl)cc1)Nc1cc([N+](=O)[O-])ccc1O	0.8	9	3	-2	-0.3	1	6	1	6	-3

Look-ups from the results shown:
Cn1c(=O)c2c(ncn2CC(=O)Nc2cc(S(=O)(=O)N3CCCCC3)ccc2Cl)n(C)c1=O – MITF TRPM1 HTS = -7
COc1ccc(-n2c(C)cc(-c3csc(N)n3)c2C)cc1 – MITF TRPM1 HTS = -58
CC(C)Cc1csc(NC(=O)c2ccc(Cl)cc2)c1C(=O)O – V-ATPase pH = 3
COc1ccc(NCc2nnc(SCC(=O)NCc3ccco3)n2-c2ccccc2OC)cc1 – Tat export inh = -4

(continued)
SMILES	CDK5 p35 inh	Rtt109 HAT inh	dFosB activator	Tat export inh	CAL PDZ FP-1	Wnt bcat act	RTF Ca sens act	V-ATPase pH	MITF TRPM1 HTS	CAL PDZ FP-2
Cc1sc2ncnc(SCC(=O)NCC(C)C)c2c1C	3.8	13	-7	-10	0.2	x	-3	0	9	-3
CCc1ccc(S(=O)(=O)NCCc2cn3ccc(C)cc3n2)s1	-0.7	-10	-9	0	-2.8	-4	-2	9	2	-2
Cc1ccc2[nH]c3c(=O)n(CC(=O)NCCCN4CCN(c5ccc(F)cc5)CC4)ncc3c2c1	0.4	-11	-1	-8	-2.6	-2	2	0	15	0
C[C@@](Cc1ccc(O)c(O)c1)(NN)C(=O)O	-0.9	-18	3	-9	-0.5	0	5	1	15	-2
CC[C@@]12C(=O)N(c3ccccc3)C(=O)N1[C@H](c1cccc(C)c1)[C@@H]1C(=O)N(Cc3ccccc3)C(=O)[C@@H]12	0.7	1	-6	10	0.4	-1	0	-3	-3	-1
COc1ccc(C2=CC3=C(Br)C(=O)C(C)(OC(=O)c4ccco4)C(=O)C3=CO2)cc1 (stereo unspecified)	1.4	5	-1	3	1.8	x	3	-1	15	-1
COc1ccc(OC)c(/C=N/NC(=O)c2ccncc2)c1	2.0	2	3	23	-0.9	0	2	-1	x	-3
COCCNC(=S)N/N=C1\CC(C)CC(C)(C)C1 (stereo unspecified)	0.1	-4	8	3	-1.6	34*	-9	-3	2	-4
Cc1sc2ncnc(SCC(=O)NC(=O)NCc3ccco3)c2c1C	0.3	1	-5	-2	-1.0	x	0	-2	2	-1
CN(C(=O)c1nc(-c2ccccc2)n(-c2ccccc2)n1)C1CCS(=O)(=O)C1 (stereo unspecified)	1.0	-1	-3	0	-0.5	-2	4	1	-6	x

An excerpt from above in order of the Wnt bcat act value, descending.
SMILES	CDK5 p35 inh	Rtt109 HAT inh	dFosB activator	Tat export inh	CAL PDZ FP-1	Wnt bcat act	RTF Ca sens act	V-ATPase pH	MITF TRPM1 HTS	CAL PDZ FP-2
COCCNC(=S)N/N=C1\CC(C)CC(C)(C)C1 (stereo unspecified)	0.1	-4	8	3	-1.6	34*	-9	-3	2	-4
COc1ccc(OC)c(/C=N/NC(=O)c2ccncc2)c1	2.0	2	3	23	-0.9	0	2	-1	x	-3
Cc1ccc2[nH]c3c(=O)n(CC(=O)NCCCN4CCN(c5ccc(F)cc5)CC4)ncc3c2c1	0.4	-11	-1	-8	-2.6	-2	2	0	15	0
CCc1ccc(S(=O)(=O)NCCc2cn3ccc(C)cc3n2)s1	-0.7	-10	-9	0	-2.8	-4	-2	9	2	-2

Other results follow.
SMILES	CDK5 p35 inh	Rtt109 HAT inh	dFosB activator	Tat export inh	CAL PDZ FP-1	Wnt bcat act	RTF Ca sens act	V-ATPase pH	MITF TRPM1 HTS	CAL PDZ FP-2
Cc1cccc(N2CCN(C(=O)CCCOc3ccccc3)CC2)c1C	2.9	3	-4	9	-0.5	-3	-1	3	49	-4
O=C(c1ccccc1)c1ccc2nc(-c3ccc(NC(=O)c4ccccc4F)cc3)[nH]c2c1	-1.4	-10	6	-6	-1.2	x	3	0	-8	0
CCCOC(=O)c1ccc(OCC(O)Cn2c(C)nc3ccccc32)cc1 (stereo unspecified)	-2.8	5	-13	8	-0.5	-5	0	1	-30	x
CCN(CC(=O)Nc1ccccc1C(F)(F)F)C(=O)Cc1cccs1	0.7	-2	-2	6	-0.4	9	-5	1	0	-2
Cc1cc(N)c(NC2=CC(=O)CC(C)(C)C2)cc1C	1.4	3	-5	5	-0.2	19	-6	3	7	0
CNC[C@@H]1Oc2ccc(NC(=O)Nc3c(C)noc3C)cc2CC(=O)N([C@H](C)CO)C[C@H]1C	0.2	3	-1	-3	-0.5	x	-2	-2	6	0
N#Cc1ccc(CN2CCN(C(=O)c3cn(Cc4ccccc4)nc3-c3cccnc3)CC2)cc1	-0.6	6	-1	-4	1.9	5	0	6	-5	-1
CCc1c(C)n([O-])c2c([n+]1=O)CCCCC2	1.4	-9	-2	3	0.4	x	-2	1	-2	x
CC(NC(=O)c1ccc2c(c1)C(=O)N(Cc1cccnc1)C2=O)c1ccccc1 (stereo unspecified)	1.1	-13	-6	-8	-1.6	0	-5	3	-7	-1
CSCC(=O)NC1CCCc2c1cnn2-c1ccc(C)c(C)c1 (stereo unspecified)	0.5	2	-6	2	-0.2	-1	2	-4	14	x
COc1ccccc1C(=O)C1CCCN(C(=O)CCC(=O)c2ccccc2)C1 (stereo unspecified)	-0.7	-1	-5	-8	0.0	-1	-6	-2	6	6
CCOC(=O)c1c[nH][nH]c1=O	-0.9	-1	7	4	-0.8	2	-2	-3	-3	-4
O=C(NNC(=S)NC1CCCCC1)c1cccs1	1.3	10	-6	1	0.6	-1	1	2	-6	2
O=c1[nH]c2ccc(Cl)cc2c(-c2ccccc2)c1SC(=S)N1CCCCC1	2.0	-2	-17	0	-4.6	x	0	-2	6	-2
O=C(O)c1ccc(-c2nc(-c3ccc(Cl)cc3)cs2)cc1	0.4	3	-15	1	-4.8	-4	-4	0	118*	-1
CCCS(=O)(=O)N1CCCC(C(=O)NCCCN2CCN(c3ccccc3F)CC2)C1 (stereo unspecified)	-0.8	3	-3	-5	-0.7	x	7	-1	-8	-4
CC(=O)CCC1CC(c2ccc(Cl)cc2)=NO1 (stereo unspecified)	1.2	2	4	1	-1.7	28	-4	-7	19	1
Cc1cc(=O)n2nc(N3CCCC3C(=O)Nc3cccc(F)c3)sc2n1 (stereo unspecified)	-3.7	-3	4	-6	-3.6	-2	11	-2	-7	x
CCOc1ccccc1CN1CCCC(C(=O)Nc2cccc(-n3cccn3)c2)C1 (stereo unspecified)	-5.4	3	-16	9	-0.9	-1	1	3	11	3
O=C(Nc1nnc(CCOCCOCCc2nnc(NC(=O)c3ccco3)s2)s1)c1ccco1	0.2	9	-3	3	-1.0	0	3	1	13	-1
CCOC(=O)C1=C(N)N2C(=O)C(C)SC2=C(C(=O)OC)C1c1cccc(OC)c1 (stereo unspecified)	-0.3	0	7	-2	0.1	0	-2	8	3	-1
COC(=O)C(NS(=O)(=O)c1ccc(F)cc1)c1ccccc1 (stereo unspecified)	-2.6	18	2	-4	0.3	-1	7	1	-6	-3
Cc1ccc(CC2CC(=O)N(Cc3ccco3)C2=O)cc1 (stereo unspecified)	0.4	-6	1	-2	-0.4	x	4	-3	-5	-2
